# S1P3 antagonist: antagonists of human S1P3 receptor. CHO S1P3 NFAT-BLA reporter, FRET fluorescence, antagonist mode. hit rate 0.27% among 170,000. inhibition, % at 4.98 µM. Q99500. AID 485;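 active = inhibition above the plate cutoff, the mean inhibition of test wells on that plate plus 3 SD, cut at about 28% in these data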;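 also: cells challenged with S1P at its EC80 of 0.8 µM; blue over green emission ratio from cleaved BLA substrate after 4 h stimulation; 0% = S1P-stimulated wells and 100% = unstimulated DMSO-only wells; some compounds past the cut are filed as inactive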
# PPARg SRC-1 ag: promotes SRC-1 coactivator recruitment by human PPARgamma | AID 631 | hit rate 0.41% among 200,000 | activation, % at 8 µM | PPARgamma-SRC-1 coactivator recruitment biochemical assay | P37231; in the data active = activation above about 19%;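 also: 0% = DMSO and 100% = reference agonist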
# Target sequence (P37231 whole entry, looked up): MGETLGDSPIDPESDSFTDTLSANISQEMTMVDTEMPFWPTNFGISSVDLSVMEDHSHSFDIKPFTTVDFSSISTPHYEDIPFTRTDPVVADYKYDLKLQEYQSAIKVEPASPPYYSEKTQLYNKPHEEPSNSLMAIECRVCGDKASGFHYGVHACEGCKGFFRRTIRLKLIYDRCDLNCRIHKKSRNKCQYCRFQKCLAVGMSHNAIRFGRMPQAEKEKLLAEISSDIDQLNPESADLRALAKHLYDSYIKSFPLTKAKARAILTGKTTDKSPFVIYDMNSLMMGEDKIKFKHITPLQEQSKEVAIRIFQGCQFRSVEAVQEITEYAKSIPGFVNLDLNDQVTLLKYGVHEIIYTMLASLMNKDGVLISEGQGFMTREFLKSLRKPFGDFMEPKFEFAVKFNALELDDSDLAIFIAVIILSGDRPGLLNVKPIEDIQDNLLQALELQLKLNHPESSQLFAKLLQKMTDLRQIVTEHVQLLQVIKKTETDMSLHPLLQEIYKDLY
# PPARg SRC-2 ag: PPARgamma-driven SRC-2 recruitment agonism | PPARgamma LBD-SRC-2 recruitment, biochemical | P37231 | activation, % at 8 µM | hit rate 0.34% among 200,000; in the data active = activation above about 22%;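 also: 0% = vehicle and 100% = reference agonist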
# RAM network inh: inhibitors of the yeast RAM network; S. cerevisiae dse1pr::URA3 reporter, 5-FOA growth OD615, 2 d; analog-sensitive cbk1-as2 kinase mutant strain; inhibition, % at 50 µM; hit rate 1.8% among 190,000;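 active = inhibition above a set limit, 3 SD over mean compound inhibition, cut at about 8.4% in these data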;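 also: 0% = DMSO-only wells with no growth and 100% = 10 µM 1-NA-PP1 full growth; inhibition rescues growth on 5-FOA so higher OD means more RAM inhibition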
# STAT3 act: activators of IL-6 induced STAT3 signaling. U3A cells, IL-6 STAT3-luciferase reporter, luminescence; 100% = signal with IL-6 EC80 alone. activation (% of control), % at 5.6 µM. hit rate 0.91% among 190,000. AID 871;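 active = activation above the screen-wide mean of compound activation plus 3 SD, cut at about 130% in these data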;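 also: 0% = background luminescence of wells with medium and substrate only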
#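 Test system: human U3A cells carrying STAT3-luciferase construct; control set: IL-6-only wells as 100% reference; timing: compound pre-incubation 1 h before IL-6, then 6 h stimulation at 37 °C; also added: IL-6 stimulus at 33 ng/mL final; evaluation: % activation versus median of IL-6-stimulated wells; detection: reporter luminescence signal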
# PPARg SRC3 recr: agonists of human PPARgamma SRC-3 coactivator recruitment; P37231; biochemical PPARgamma/SRC-3 coactivator recruitment assay; activation, % at 8 µM; hit rate 0.26% among 200,000; AID 731; in the data active = activation above about 23%;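 also: 0% = DMSO and 100% = reference agonist; some compounds past the cut are filed as inactive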
# STAT3 blocker: inhibitors of IL-6 induced STAT3 signaling; hit rate 0.89% among 190,000; U3A cells, IL-6 STAT3-luciferase reporter, luminescence; host cell line lacks STAT1; inhibition, % at 5.5 µM;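 active = inhibition above the mean inhibition across all screened compounds plus 3 SD, cut at about 44% in these data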;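 also: 0% = DMSO only wells and 100% = 100 µM nifuroxazide control wells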
# SRC2 TRFRET art: TR-FRET artefact, counter-screen to PPARgamma/SRC-2 agonist assay; stronger effect = higher value; TR-FRET ratio at 8 µM; hit rate 0.4% among 200,000; in the data active = TR-FRET ratio above about 2000; also: inactives centre near 1500
# STAT1 blocker: inhibitors of IFN-gamma induced STAT1 signaling; NIH 3T3 STAT1-luciferase reporter, luminescence; inhibition, % at 5.5 µM; hit rate 0.35% among 200,000; AID 920;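 active = inhibition above a set limit, the mean inhibition across all tested compounds plus 3 SD, cut at about 34% in these data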;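 also: 0% = IFN-gamma with DMSO and 100% = IFN-gamma with 300 µM nifuroxazide; values of inactives mirror those of a sister screen read the other way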
# ROMK mod: modulates human ROMK potassium channel activity | P48048 | Tet-inducible ROMK, thallium flux fluorescence; actives lie on both sides | B-score at 10 µM | hit rate 2% among 130,000 | AID 1918;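 active = signal ratio slope over the read window, or its plate-corrected B-score, at least 3 SD from the plate mean, either direction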;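 also: B-score of the F/F0 ratio slope over 7 to 12 s after thallium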
# Target sequence (P48048 whole entry, looked up): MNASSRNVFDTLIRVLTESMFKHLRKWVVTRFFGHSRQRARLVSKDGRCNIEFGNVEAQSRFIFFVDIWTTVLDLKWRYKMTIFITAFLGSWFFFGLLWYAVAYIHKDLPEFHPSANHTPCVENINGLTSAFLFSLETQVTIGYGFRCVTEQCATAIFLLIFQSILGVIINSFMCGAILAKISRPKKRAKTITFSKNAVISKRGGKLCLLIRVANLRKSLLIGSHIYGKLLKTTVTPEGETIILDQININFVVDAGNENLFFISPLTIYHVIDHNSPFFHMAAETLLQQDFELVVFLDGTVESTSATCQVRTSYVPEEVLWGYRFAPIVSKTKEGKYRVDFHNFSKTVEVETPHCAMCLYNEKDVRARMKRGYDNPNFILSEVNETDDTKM
# TLR4 MyD88 comp: blocks binding of human TLR4 to MyD88. hit rate 0.18% among 200,000. HeLa CL3-4 TLR4/MyD88 BLA complementation, FRET ratio. inhibition, % at 8.4 µM; in the data active = inhibition above about 25%;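 also: 0% = vehicle and 100% = reference inhibitor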
# Starred values were filed as active, the others as inactive; . = no result given.
# Every second line gives: STAT1 blocker	PPARg SRC-1 ag	ROMK mod	TLR4 MyD88 comp	SRC2 TRFRET art	RAM network inh	S1P3 antagonist	STAT3 act	PPARg SRC-2 ag	STAT3 blocker	PPARg SRC3 recr
> N/C(=N\c1nc2c(c(=O)[nH]1)CCCC2)Nc1ccc(Oc2ccccc2)cc1
    4.0	5.9	.	-0.1	1646	0.8	.	89.7	4.8	15.9	15.3
> COc1cc(/C=C(\C#N)C(=O)Nc2cccc3ncccc23)ccc1O
    -2.6	2.9	0.406	8.4	1597	5.8	7.7	90.2	2.8	16.4	0.7
> CC(C)c1ccc(/C=C/C(=O)NC2CCCCC2)cc1
    -2.0	3.6	.	-17.2	1445	4.6	16.2	97.9	-0.3	5.3	2.0
> CC(C)(C)OC(=O)N1CCCC1C(=O)NCCc1ccccc1 (stereo not drawn)
    4.1	4.8	.	9.2	1821	1.2	-18.1	111.7	3.3	-9.7	-3.9
> Clc1ccc(-c2cc3ccccc3nc2N2CCOCC2)cc1
    2.6	0.8	-0.604	-4.4	1574	-0.4	7.8	98.2	-5.2	7.8	3.6
> COc1ccc(-n2nc3c(c2NC(=O)c2ccc(N4C(=O)CCC4=O)cc2)CSC3)cc1
    1.8	2.4	0.593	-15.3	1683	-1.2	-6.8	102.7	-8.4	7.6	2.0
> CC(C)Nc1nnc(SCC(=O)NCc2ccc3c(c2)OCO3)s1
    1.4	5.5	-0.0611	1.0	1634	1.5	-12.1	105.0	11.8	-0.7	4.4
> COc1ccc(C)cc1NC(=O)CNc1ccccc1CN(C)C1CCCCC1
    1.6	-4.5	-1.61	5.1	1458	-0.5	4.5	114.2	0.1	-7.2	-2.8
> CC(C)NC(=O)COC(=O)Cn1[nH]c(=O)c2ccccc2c1=O
    -2.1	2.7	0.336	-0.4	1395	-0.1	-4.8	99.7	-9.5	8.1	2.5
> CCOC(=O)C1=C(CS(=O)(=O)c2ccccc2)NC(=O)NC1c1ccccc1 (stereo not drawn)
    -1.7	0.9	.	11.8	1528	1.1	12.9	105.0	0.2	-0.1	-7.0
> CC1(C)Cc2nc(N3CCCC3)c(C#N)cc2CO1
    9.6	-2.9	-0.69	-13.1	1564	1.1	-13.2	99.9	0.7	1.5	2.1
> O=C(CN1C(=O)CCSc2ccccc21)Nc1ccc(F)cc1
    -3.3	8.4	.	-0.1	1454	1.8	4.5	105.0	7.7	0.7	-0.4
> Cc1ccc(N/C=C(\C2OC(=O)c3ccccc32)[N+](=O)[O-])c(C)c1 (stereo not drawn)
    25.8	-6.6	1.13	11.1	1554	3.1	-0.8	90.3	5.6	14.1	0.2
> COCCn1c(SCc2nnc(-c3ccc(OC)c(OC)c3)o2)nc2sc3c(c2c1=O)CCC3
    8.9	0.7	-0.805	6.1	1653	.	.	95.0	-5.8	7.4	-5.5
> O=C(C1=NNCC1c1ccc(Cl)cc1)C1CO1 (stereo not drawn)
    2.0	0.8	-0.459	3.4	1425	0.4	-5.7	86.5	1.9	18.9	-1.6
> CC(C)(C)c1ccc(OCC(=O)NCc2ccco2)cc1
    -0.4	-5.4	0.0101	6.9	1359	2.1	-29.4	102.3	-1.6	0.3	-1.3
> Cc1cc(C(=O)O)c(S(C)(=O)=O)s1
    8.3	-7.8	.	-3.9	1750	0.9	-16.4	99.2	2.2	6.3	6.6
> CN(c1ncc(C(F)(F)F)cc1Cl)N1C(=O)c2cccc(N)c2C1=O
    7.6	7.7	0.477	19.4	1744	3.3	-11.0	106.2	0.8	-2.5	1.0
> COCCn1c(SCC(=O)Nc2ccc(C)cc2)nc2c(oc3ccccc32)c1=O
    8.8	0.5	.	-4.8	1597	2.3	-3.1	89.4	7.2	14.9	8.1
> CCOC(=O)c1nnn(-c2nn3nnnc3c3ccccc23)c1C
    19.9	1.4	-0.213	-1.6	1567	0.4	-27.0	90.2	14.5	13.3	0.8
> CCOC(=O)c1ccc(NC(=O)CC2C(=O)OCCN2CC)cc1 (stereo not drawn)
    -6.3	14.1	.	5.6	1744	2.6	-5.0	102.9	-8.3	1.3	-2.6
> COC(=O)c1cc(Cl)c(NC(=O)/C=C/c2ccc(Cl)cc2Cl)cc1OC
    1.9	0.7	.	-9.2	1477	2.6	.	101.2	-1.5	5.6	10.8
> CN(C)S(=O)(=O)c1cccc(NC(=O)CCNC(=O)c2ccccc2Cl)c1
    0.7	1.0	.	6.8	1564	-0.6	-4.2	92.7	3.2	7.9	0.6
> Cc1cc(C)cc(C(=O)N2CC(C)OC(C)C2)c1 (stereo not drawn)
    3.1	-3.9	-0.865	0.0	1486	0.7	.	101.1	1.3	-1.1	7.2
> COC(=O)c1c(-c2ccccc2)csc1NC(=O)c1ccco1
    -80.6	4.8	.	-17.8	1643	2.7	-15.1	95.1	4.2	8.3	0.6
> c1coc(CNc2ncnc3c2oc2ccccc23)c1
    16.7	3.4	-3.54*	-4.9	1465	0.3	-6.8	79.2	12.7	25.1	7.0
> Cc1cc(-c2csc(NCc3ccccc3)n2)c(C)n1C
    -6.2	6.0	-2.13	-3.3	1414	6.9	-21.9	105.6	-2.5	1.5	3.2
> CN(CCNC(=O)C1(O)c2ccccc2NC(=O)N1c1ccccc1)Cc1ccccc1 (stereo not drawn)
    12.1	7.5	.	23.0	1541	2.1	.	80.7	4.1	28.7	6.4
> Cc1cc(C(=O)NNC(=S)NC(C)c2ccccc2)cs1 (stereo not drawn)
    -1.0	-0.4	.	6.9	1436	-0.4	-1.1	100.1	-10.3	2.5	-1.2
> COC(=O)c1ccc(O)c(Sc2cc(C(=O)OC)ccc2O)c1
    -2.6	13.9	-1	-2.5	1514	1.0	1.7	97.3	17.5	5.3	4.7
> Cn1cc(S(=O)(=O)CC(=O)Nc2ccc3c(c2)OCCO3)c2ccccc21
    0.0	3.2	.	-10.7	1518	0.1	.	105.2	-1.6	-3.6	9.5
> CCC(C)Nc1nc(SC(C(C)=O)C(C)=O)nc(N(C)C)n1 (stereo not drawn)
    0.3	-2.4	-0.21	4.9	1507	-0.9	-3.1	111.0	-5.2	-8.8	-6.0
> CCOC(=O)C1=C(C)NC(=O)NC1c1ccc2c(c1)OCCO2 (stereo not drawn)
    -12.3	11.2	0.0525	-7.2	1512	-0.5	17.0	101.1	8.8	1.6	-0.6
> O=C(O)c1ccc(CN2C(=O)CSC2=S)cc1
    3.6	1.2	0.305	4.9	1605	2.5	-12.9	105.2	3.0	-4.1	7.2
> Cc1ccc(N2C(=O)C3NN=C(C(=O)OCc4ccccc4)C3C2=O)c(C)c1 (stereo not drawn)
    2.8	1.9	0.878	-6.0	1598	0.8	5.0	96.0	-2.2	2.4	-3.5
> Cc1cnc(NC(=O)c2nn(C)cc2[N+](=O)[O-])s1
    15.4	3.2	1.13	16.4	1644	1.3	-6.8	54.4	6.9	58.5*	3.5
> COc1ccc(C(=O)Oc2c(CN3CCOCC3)cc(Cl)c3cccnc23)cc1OC
    -2.5	1.1	.	0.8	1498	.	-1.1	99.3	-2.7	6.0	6.6
> O=C(CSc1ccc(-c2nc3ccccc3[nH]2)cn1)N1CCN(C(=O)c2ccco2)CC1
    -7.0	4.5	.	0.5	1506	0.5	-27.7	86.9	8.5	21.2	3.1
> CN(C)c1ccc(CNC(=O)c2ccc(CNc3c(N4CCCCC4)c(=O)c3=O)cc2)cc1
    2.3	2.4	.	-10.0	1420	1.4	.	94.8	11.9	14.7	7.9
> C[C@@H](C[C@@H](O)[C@H](O)C(C)(C)O)[C@@H]1CC[C@]2(C)C3=CC[C@H]4C(C)(C)C(=O)CC[C@]4(C)[C@H]3CC[C@@]12C
    15.8	4.4	0.489	-5.7	1546	3.6	22.2	104.4	-4.8	-8.1	-5.7
> COc1cc(C(C)=O)ccc1Oc1ncnc2c1cnn2-c1ccccc1
    -0.2	0.6	0.281	2.8	1564	7.2	-6.0	100.5	9.5	-3.1	2.3
> CCOc1ccc(-n2c(SC(C)C)nc3c(c2=O)SCC3)cc1
    1.5	7.7	.	7.0	1566	3.9	.	112.3	-2.9	-7.6	-0.7
> Cc1ccccc1C(=O)Nc1cccc(-c2ccc3nncn3n2)c1
    3.2	-2.1	.	-4.4	1613	0.0	-3.4	94.6	-3.9	10.0	3.3
> CC(C)Cn1c(C(C)C)nc([N+](=O)[O-])c1Sc1ccc(Cl)cn1
    11.8	2.8	0.0171	7.1	1410	1.6	.	98.3	-0.6	4.9	-0.2
> CCn1c(=O)n(CC)c2cc(S(=O)(=O)Nc3ccccc3C)c(C)cc21
    8.4	-7.3	.	-0.1	1503	6.0	-12.8	97.0	6.8	6.3	1.6
> Cc1cccc(NC(=O)/C(C#N)=C\c2cn(CC(=O)O)c3ccccc23)c1
    1.0	-5.3	-0.367	-8.4	1313	3.0	-12.6	89.1	-1.1	18.6	2.6
> O=C(CSc1nc(Nc2ccccc2)nc(N2CCOCC2)n1)Nc1ccc2c(c1)OCCO2
    0.6	0.4	0.00371	6.7	1462	1.8	-11.9	92.8	10.5	12.2	-7.6
> COc1ccccc1Oc1ccc2c(c1)C(=O)N(c1ccc(Br)c3cccnc13)C2=O
    2.4	7.0	-0.597	-19.9	1367	4.8	.	99.4	-7.2	8.3	1.8
> CN(C)S(=O)(=O)c1ccc(C(=O)OCC(=O)Nc2ccccc2OC(F)F)cc1
    -1.0	0.2	-0.0254	-17.4	1545	1.9	.	100.9	1.0	-0.8	2.3
> CC1(C)CC(=O)c2ccc(O)cc2O1
    -2.7	12.2	0.00403	5.0	1453	1.0	-7.4	104.1	2.7	-3.2	2.5
> Cc1ccc(S(=O)(=O)N2CCCCC2)cc1NC(=O)Cn1ccsc1=N
    9.9	3.2	-1.81	-3.9	1590	0.0	0.2	102.8	10.1	-3.8	-0.2
> CC(C)OC(=O)/C(=C\c1cccc2ccccc12)NC(=O)c1ccccc1
    -2.0	-4.8	.	8.3	1493	3.7	36.9*	108.2	-9.5	-11.3	-0.9
> Cc1ccccc1NS(=O)(=O)CCCCC(Cl)(Cl)Cl
    -1.6	6.8	-0.63	-28.4	1360	1.9	9.3	94.9	-5.2	13.9	-6.8
> CCOC(=O)CSc1nc2c(c(=O)n1-c1ccc(OC)cc1)SCC2
    -2.5	-1.6	.	10.8	1565	2.2	-27.4	97.5	-6.5	7.9	-4.2
> Cc1ccc2cc3c(nc2c1)N(c1ccccc1)CC3
    -22.4	3.2	0.464	9.7	1493	0.8	-2.9	96.6	-3.0	8.8	-1.6
